Screening data deposited in PubChem BioAssay by National Center for Advancing Translational Sciences (NCATS).
VP16 counter = Gal4-VP16 reporter inhibition counter-screen; Drosophila S2 Gal4-VP16 UAS-luciferase, luminescence, 20 h; Potency, µM (titrated, usually from 53.6 µM), without a hit: at the top dose activity, negative = inhibition, usual class: inhibitors; hit rate 3.5% among 310,000;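 also: Gal4-VP16 expression switched on by copper sulfate through the metallothionein promoter; potency is read from the fitted curve at half-maximal effect; % is scaled to controls: 0 for no effect and ±100 for the full control effect; nearly all actives have a fitted effect of over 50% in size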
FLuc modulator = counter-screen for miR-21 project: firefly luciferase inhibitors or activators | Potency, µM (titrated, usually from 57.5 µM), inactives show at the top dose activity change, negative = inhibition, most hits filed as inhibitors | hit rate 6.9% among 360,000 | purified FLuc, Km substrates, luminescence inhibition;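 also: potency is read from the fitted curve at half-maximal effect; plate controls were vehicle for no effect and reference inhibitor for full effect; nearly all actives have a fitted effect of over 55% in size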
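Biochemical qHTS of compounds, final roughly 60 µM downward over six points, against 10 nM purified firefly luciferase using Km concentrations of substrates (10 uM D-luciferin, 10 uM ATP) in Tris acetate pH 7.5 buffer; luminescence output.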
Menin MLL FP TR = inhibitors of human menin-MLL interaction, mutant MLL peptide | Menin + Texas Red MLL mutant peptide, fluorescence polarization | hit rate 0.23% among 270,000 | AID 1768 | O00255 | Potency, µM (titrated, usually from 61.6 µM), without a hit: at the highest dose FP activity change, negative = inhibition, hits mostly inhibitors; active = well fitted inhibition curve with a large enough effect in the polarisation, with a control signal flat, not every such curve was filed as active; inconclusive = small, poorly fitted or top-dose-only effect, or effect the other way, or a change in a side signal; inactive = no such curve, though single readings can be large or run the other way; the % refers to the polarisation; also: potency is read from the fitted curve at half-maximal effect; % of control where 0% means no effect; many of its hits are not listed in these tables
Target sequence (O00255 whole entry, looked up): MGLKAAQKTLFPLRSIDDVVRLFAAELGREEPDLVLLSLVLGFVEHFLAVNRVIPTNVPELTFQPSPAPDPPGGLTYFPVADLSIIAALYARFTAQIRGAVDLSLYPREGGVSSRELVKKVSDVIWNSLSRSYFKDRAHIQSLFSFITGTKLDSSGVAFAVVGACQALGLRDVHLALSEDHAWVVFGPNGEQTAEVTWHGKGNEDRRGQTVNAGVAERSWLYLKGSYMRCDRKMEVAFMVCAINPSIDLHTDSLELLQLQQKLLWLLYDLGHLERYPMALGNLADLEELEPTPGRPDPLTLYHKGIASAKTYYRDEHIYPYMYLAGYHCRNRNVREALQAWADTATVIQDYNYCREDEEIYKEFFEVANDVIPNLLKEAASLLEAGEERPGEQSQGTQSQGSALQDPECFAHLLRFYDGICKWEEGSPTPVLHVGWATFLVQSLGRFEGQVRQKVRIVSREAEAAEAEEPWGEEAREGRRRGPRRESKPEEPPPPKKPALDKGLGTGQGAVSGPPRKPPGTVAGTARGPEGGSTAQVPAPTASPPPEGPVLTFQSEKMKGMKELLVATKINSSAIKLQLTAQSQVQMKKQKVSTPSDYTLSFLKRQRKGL
Rab9 prom act = Rab9 promoter activation; hit rate 2.8% among 320,000; Potency, µM (top dose mostly 9.22 µM), for inactives: at the highest dose activation, negative = inhibition, usual class: activators; Huh7 Rab9 promoter-luciferase reporter, luminescence, 24 h; AID 485297; also: potency is read from the fitted curve at half-maximal effect; % of control where 0% means no effect; nearly all actives have a fitted effect of over 60% in size
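Cell-based reporter: Huh7 stable for Rab9 promoter-driven luciferase, plated in reduced-serum medium with 10% FBS at 1500 cells/well, compound-treated 24 h at 37 °C, luminescence read after 10 min reagent.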
KCNH2 3.1 inh = blocks the human KCNH2 3.1 channel isoform; U2OS KCNH2 3.1, thallium flux FluxOr; stronger effect = lower value; activity change, % (tested at about 1.8 µM); hit rate 0.95% among 340,000; AID 720553;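 active = maximum activity change below -70%; inconclusive = maximum activity change from -70% to -50%; inactive = maximum activity change above -50%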;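 also: thallium influx rate constant from kinetic fluorescence after stimulation buffer; % is scaled to controls: 0 for no effect and ±100 for the full control effect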
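Virally transduced U2OS (3.1 isoform, 4 h infection in dark at RT) → overnight 37 C → FluxOr + Red40 in HBSS/HEPES, 45 min → stimulation buffer, 2 min kinetic read → rate constant vs DMSO controls.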
MBNL1 CUG block = MBNL1-poly(CUG) RNA binding inhibition; TR-FRET MBNL1-His/biotin-(CUG)12 binding, 665/545 ratio; Potency, µM (series often up to 57.5 µM), inactives show top-dose activity change, negative = inhibition, hits mostly inhibitors; hit rate 0.036% among 280,000; AID 2675; active = well fitted inhibition curve with a large enough effect in the signal ratio, with a control signal flat, not every such curve was filed as active; inconclusive = small, poorly fitted or top-dose-only effect, or effect the other way, or a change in a side signal; inactive = no such curve, though single readings can be large or run the other way; the % refers to the signal ratio; also: potency is read from the fitted curve at half-maximal effect; % is scaled to controls: 0 for no effect and ±100 for the full control effect
Target sequence (Q9NR56 whole entry, looked up): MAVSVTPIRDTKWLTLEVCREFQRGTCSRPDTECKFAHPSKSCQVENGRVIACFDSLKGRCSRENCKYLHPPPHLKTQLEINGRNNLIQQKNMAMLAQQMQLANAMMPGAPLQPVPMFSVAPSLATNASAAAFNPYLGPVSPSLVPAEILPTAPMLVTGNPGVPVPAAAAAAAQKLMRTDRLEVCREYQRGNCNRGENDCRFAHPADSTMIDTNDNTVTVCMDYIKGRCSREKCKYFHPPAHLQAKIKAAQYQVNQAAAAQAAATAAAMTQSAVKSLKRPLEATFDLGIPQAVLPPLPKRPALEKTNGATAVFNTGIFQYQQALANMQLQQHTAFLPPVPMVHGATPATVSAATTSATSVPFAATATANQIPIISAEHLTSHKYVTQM
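Compound titration spanned 92 nM–58 uM against the MBNL1-His/biotin-(CUG)12 complex. After 60 min at room temperature with 5 nM streptavidin-XL665 and 0.055 ng/ul terbium anti-His, ratiometric 665/545 nm emission (Ex 340 nm) normalized to controls.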
ELG1 repair inh = blocks ELG1-dependent DNA repair in HEK293T cells; HEK293T ELG1-luciferase reporter, luminescence, 16 h; DNA damage induced by 5-fluorouridine; Potency, µM (doses to about 46.1 µM), for the others: at the highest dose activity change, negative = inhibition, usual class: inhibitors; hit rate 2.3% among 330,000; AID 504467; also: potency is read from the fitted curve at half-maximal effect; % is scaled to controls: 0 for no effect and ±100 for the full control effect; nearly all actives have a fitted effect of over 55% in size
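Luminescence from the luciferase reporter, measured 30 min after ONE-Glo reagent at room temperature, was the read-out. Beforehand, 2,000 cells per well were exposed for 16 hr at 37 °C to 5-fluorouridine together with compound or vehicle.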
RORg inh = inhibitors of mouse ROR gamma transcriptional activity; P51450; Drosophila S2 Gal4-RORgamma UAS-luciferase reporter, 20 h; Potency, µM (titrated, usually from 53.6 µM), without a hit: at the highest dose activity change, negative = inhibition, hits mostly inhibitors; hit rate 5.4% among 310,000; AID 2551; also: potency is read from the fitted curve at half-maximal effect; % is scaled to controls: 0 for no effect and ±100 for the full control effect; nearly all actives have a fitted effect of over 60% in size
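Luciferase reporter read in Schneider cells carrying Gal4-RORγ (mouse) and UAS-Photinus luciferase; cells given compound 1 h before 700 uM copper sulfate induction, then incubated 20 h at ambient temperature.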
Mito fusion yeast = mitochondrial division inhibition or fusion activation; S. cerevisiae fusion-defective mutant growth rescue, CellTiterGlo 48 h; hit rate 0.23% among 320,000; Potency, µM (top dose mostly 46.1 µM), without a hit: top-dose growth rescue (activation), most hits filed as activators; AID 485298;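 also: potency is read from the fitted curve at half-maximal effect; % of control where 0% means no effect; nearly all actives have a fitted effect of over 45% in size; temperature-sensitive fusion mutants such as fzo1-1 at 37 °C on non-fermentable ethanol glycerol medium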
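Read-out: ATP-based luminescence (CellTiterGlo, 10 min ambient) reporting growth of fusion-defective ts yeast after 48 hours at 37C on glycerol/ethanol YPEG medium in the presence of compound.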
PKM2 activator = activators of human pyruvate kinase M2; P14618; purified PKM2, Kinase-Glo ATP luminescence, activation; response scale: 0% is enzyme alone, no compound; Potency, µM (titrated, usually from 57.5 µM), without a hit: at the highest dose activation, usual class: activators; hit rate 0.34% among 260,000; also: potency is read from the fitted curve at half-maximal effect; % is scaled to controls: 0 for no effect and ±100 for the full control effect; nearly all actives have a fitted effect of over 55% in size
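hPK-M2, >95% pure; 0.1 mM ADP / 0.5 mM PEP final; imidazole pH7.2 buffer w/ 7 mM MgCl2, 50 mM KCl; 1 h RT; Kinase-Glo lum. Intermediate enzyme activity for dual inhibitor/activator qHTS.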
NPC1 promoter act = activates the NPC1 promoter; Huh7 NPC1 promoter luciferase reporter, 24 h; Potency, µM (series often up to 9.22 µM), without a hit: at the top dose activation, usual class: activators; hit rate 2.4% among 320,000;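 also: potency is read from the fitted curve at half-maximal effect; % of control where 0% means no effect; nearly all actives have a fitted effect of over 60% in size; reporter is driven by a mutant NPC1 promoter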
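Luciferase expression driven by the NPC1 promoter was measured in stably transfected Huh7 cells after a 24 h compound incubation, using a luciferase reagent and a luminescence read.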
Active calls of the source: *; ? = inconclusive; / = not tested or not shown; & = joins results of further samples; [ ] = dose if it differs, or a comment. Unless noted, calls follow the shape of the dose curve; as a rule, active = well fitted curve in the direction sought with a large enough effect; inconclusive = small, poorly fitted or top-dose-only effect, or another doubt; inactive = no such curve, though single readings can be large; an effect the other way counts as inactive or inconclusive.

Order of results – VP16 counter	FLuc modulator	Menin MLL FP TR	Rab9 prom act	KCNH2 3.1 inh	MBNL1 CUG block	ELG1 repair inh	RORg inh	Mito fusion yeast	PKM2 activator	NPC1 promoter act
COc1ccc(CNC(=O)C2CCC(CNS(=O)(=O)c3cccs3)CC2)cc1 (stereo unspecified)
→ -1%	-1%&-9%	-2%	-6%	8	-4%	?	?	0%	0%	1%
CC(C)(CN1CCN(Cc2ccccc2)CC1)NS(=O)(=O)c1ccc(Cl)cc1
→ 2%	-2%	/	-5%	-4	0%	?	8%	2%	-3%	-5%
CCN(CC)C(=O)Oc1ccc(Br)c2ccccc12
→ -2%	-3%	-9%	-1%	-1	7%[11.5 µM]	-9%	-1%	29%	-1%	-1%
Cc1ccc(-c2c(C)sc(NC(=O)C3C4CCC(O4)C3C(=O)O)c2C(=O)OC(C)C)cc1 (stereo unspecified)
→ -14%	4%	-1%	-4%	-27	-1%	0%	10%	-3%	-3%	-3%
CCN(C(=O)COC(=O)c1cccc(S(=O)(=O)N2CCOCC2)c1)C1CCS(=O)(=O)C1 (stereo unspecified)
→ /	4%	/	-1%	-5	/	16%	/	0%	/	-1%
Clc1ccc(-n2c(SC/C=C/c3ccccc3)nnc2-c2cccnc2)cc1
→ ?	-3%	-11%	-1%	-14	1%	?	3%	-3%	-2%	7%
Cc1c(C(=O)NCc2nnc(-c3ccccc3)o2)oc2c(F)cccc12
→ 18%	?	/	1%	1	5%	11%	15%	2%	/	-3%
CC(=O)N1c2c(cc(Br)cc2S(=O)(=O)NCc2ccc(C)cc2)CC1C (stereo unspecified)
→ -11%	3%	-10%	4%	14	-1%	?	6%	3%	9%	-4%
O=C(CCC(=O)N/N=C/c1ccco1)N/N=C/c1ccco1
→ -2%	-2%	/	-5%	-2	7%	-9%	8%	-1%	3%	-2%
Cc1ccc(C2CCN(C(=S)NC(C)(C)C)C2)cc1 (stereo unspecified)
→ -6%	?	-4%	?	0	0%	?	?	-1%	2%	21%
CC1CC(=O)N(CC(=O)Nc2ccc(Br)cc2)c2ccccc2S1(=O)=O (stereo unspecified)
→ -2%	0%	?	3%	0	-7%	6%	27%	-2%	/	-6%
c1ccc(-c2nc(CSc3nnnn3-c3ccccc3)cs2)cc1
→ 12%	4%	1%	0%	2	2%	5%	?	2%	8%	-9%
O=C1CCN(S(=O)(=O)c2ccccc2)N1
→ -3%	-2%	23%	0%	-3	4%	-7%	33%	-4%	-1%	0%
Cc1cc(C(C)(C)C)oc1C(=O)N(CC(=O)NC1CCCC1)Cc1ccc(F)cc1
→ -5%[0.365 µM]	5%	?	-6%	-3	-7%	0%	-5%	-2%	5%	-3%
COc1ccc(CN=C(C#N)C2=C(O)c3ccccc3C2=O)cc1
→ -15%	?	/	1%	-13	?	2%	-2%	4%	-6%	2%
COc1cc(NC(=O)C2CC(c3ccc(Cl)cc3)=NO2)cc(OC)c1OC (stereo unspecified)
→ -2%	-2%	-20%	-2%	-16	-8%	?	19%	3%	7%	-2%
Cc1nn(Cc2ccc([N+](=O)[O-])cc2)c(=O)n1-c1ccccc1
→ -8%	5%	?	11%	11	?	10%	24%	0%	4%	3%
O=C(CSc1nc2ccccc2o1)Nc1cc(C(F)(F)F)ccc1N1CCOCC1
→ -1%	-2%	/	-6%	-15	21%	-17%	3%	5%	1%	-2%
COCCNC(=O)CCCCCNS(=O)(=O)c1ccc(C)cc1
→ -2%	2%	-11%	-2%	-2	-12%	-6%	7%	1%	0%	-2%
C/C(=N\OCc1cccc(C(=O)O)c1)c1ccc(Cl)cc1
→ -28%	0.095µM*	/	0.089µM*	8	-3%	?	-36%	12%	-1%	?
COc1ccc(C(=O)Nc2ccc3c(c2)OCO3)cc1OC
→ 2%	11µM*	2%	4.5µM*	1	3%	?	12%	-2%	-49%	?
CCOC(=O)c1c(C)[nH]c(C(=O)OCc2ccc(F)cc2)c1C
→ -17%	4.8µM*	/	1.6µM*	1	?	?	?	0%	/	2.2µM*
Cc1ccc(NC(=O)c2cc(S(=O)(=O)N3CCOCC3)c(Br)s2)cc1
→ 0%	-4%	?	0%	-7	5%	?	3%	14%	13%	-3%
COc1ccc(S(=O)(=O)N(CCc2ccccc2)CC(=O)O)cc1
→ -6%	-1%	0%	-3%	-33	-8%	2%	-1%	-1%	-3%	-1%
CC(C)=CC(=O)OCC(=O)Nc1nc(C)c(Cl)cc1Cl
→ 1%	1%	-2%	-1%	1	5%	10%	-5%	0%	0%	-5%
CC(N=C(NS(=O)(=O)c1ccc(Cl)cc1)c1ccccc1)C(=O)O (stereo unspecified)
→ -4%	-1%	/	-7%	39	-6%	6%	16%	-1%	-1%	-1%
COc1ccc(NC(=S)N2CCN(C(=O)c3ccco3)CC2)cc1
→ -10%	-11%	17%	6%	24	-3%	29%	-2%	-8%	/	-2%
CCN(CC(=O)Nc1c(F)cccc1F)C(=O)c1nc2nccc(C)n2n1
→ /	-1%	/	2%	5	/	15%	/	2%	/	-1%
CCOC(=O)c1ccc(NCc2ccc(N(C)C)cc2)cc1
→ -15%	?	23%	?	25	-7%	-5%	13%	0%	0%	?
O=C(NCc1ccco1)c1ccc(Cl)c(S(=O)(=O)N2CCc3ccccc32)c1
→ -29%	5%	28%	-5%	?	1%	?	?	?	3%	-1%
Cc1cc(C)nc(NC(=O)CSc2ncccn2)n1
→ 11%	-2%	4%	-3%	/	12%	-7%	-27%	-3%	-7%	-3%
CC1CCN(C(=O)CSc2nc3ccccc3[nH]2)CC1
→ -16%	24µM*	0%	3.2µM*	4	1%	?	?	-1%	4%	2.5µM*
CC(=O)/C(C(=N)N1CCN(C(c2ccccc2)c2ccccc2)CC1)=C(\C)O
→ 4%	5%	9%	17%	12	-6%	-5%	3%	1%	-2%	-1%
COc1ccc2[nH]cc(S(=O)(=O)c3ccc(C)cc3)c2c1
→ -12%	3%	15%	-5%	-1	2%	15%	-3%	?	1%	0%
FC(F)(F)c1ccc(C2Nc3cccc4cccc(c34)N2)cc1
→ 6%	?	?	23%	-15	-1%	3%	1%	4%	2%	15%
CC(=O)/C(=C/c1ccccc1)C(=O)Nc1ccccc1C
→ ?	-2%	10%	-18%	-3	-10%	19%	?	1%	0%	4%
COC(=O)c1ccccc1NC(=S)N1CCN(c2ccccn2)CC1
→ -11%	2%	-10%	-1%	10	-5%	-15%	-14%	-6%	1%	5%
CC(C)(C)NC(=O)CN(C(=O)CNC(=O)c1cccs1)c1ccccc1F
→ 1%	0%	1%	3%	3	-8%	9%	-13%	0%	/	-3%
O=C(CN(CCc1ccccc1)C(=O)c1csnn1)NCc1ccc(F)cc1
→ 4%	-1%	12%	0%	8	-3%	-5%	25%	1%	2%	0%
CN(CC(CC(=O)Nc1nncs1)c1ccccc1)S(=O)(=O)c1ccccc1 (stereo unspecified)
→ -19%	3%	-4%	-10%	-9	12%	0%	-28%	-3%	3%	1%
CCOc1ccc(N=CC2=C(O)CC(C)(C)CC2=O)cc1
→ 5%	24µM*	-2%	-2%	-5	-3%	?	22%	3%	-1%	-2%
OCCC1CN(Cc2cnc(N3CCCC3)s2)CCN1Cc1ccccc1 (stereo unspecified)
→ -16%	-1%	-10%	3%	12	1%	6%	0%	-5%	1%	-1%
Cc1cc(NC(=O)Cc2ccccc2C)no1
→ -11%	0%	10%	-1%	-11	0%	-3%	-22%	2%	0%	?
O=C(Cc1ccc2c(c1)OCCO2)N/N=C/c1ccco1
→ /	0%	/	-2%	2	/	30%	/	-6%	/	-3%

Only part of the results is shown (hit frequency here may not be typical).
